MEKK3 PB1 HTS: raises or lowers MEK5 binding to the human MEKK3 PB1 domain; binding response (% of control), % at 10 µM; bead-based flow cytometry, Alexa488-MEK5 binding to MEKK3; actives lie on both sides; 0 = blocked by unlabeled MEK5, 100 = vehicle; 290,000 tested, 1.4% active; Q99759;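 active = binding response more than 3 SD above or below the average of its plate-row segment, actives on both sides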;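 also: Alexa488 bead fluorescence after subtracting the streptavidin-only scavenger bead signal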
pCIP destab: lowers stability of the mouse p/CIP coactivator protein | Q05BA5 | F442A p/CIP-EGFP cells, EGFP fluorescence, 16 h | decrease of EGFP signal, % at 10 µM | 290,000 tested, 0.01% active | AID 1984;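 active = EGFP signal decrease of at least 30% at 10 µM or well 3 SD below plate mean, unless failing retest; inactive = the rest, including hits failing retest or dose response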; also: some compounds called inactive have numbers as strong as hits; many of its hits are not listed in these tables
SUMO HTRF inh: blocks human SUMOylation mediated by UBC9; HTRF SUMOylation assay, SAE1/SAE2 + UBC9, in vitro; inhibition, % at 35 µM; AID 2006; P63279; 290,000 tested, 0.36% active; in the data active = inhibition above about 50%, passing the limit was not always enough; also: strong numbers were not always called active
VIM-2 inh: inhibitors of Pseudomonas aeruginosa VIM-2 metallo-beta-lactamase. purified VIM-2, nitrocefin hydrolysis, epi-absorbance fluorescence. inhibition, % at 5.6 µM. 290,000 tested, 0.89% active;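 active = inhibition above the mean of all tested compounds plus 3 SD, cutoff set per screening run, cut at about 7.5% in these data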;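 also: red hydrolysis product quenches plate fluorescence so inhibitors raise well fluorescence; 0% = enzyme with DMSO and 100% = DMSO without enzyme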
IDE act: boosts human insulin-degrading enzyme activity in HEK cells; FAbeta-B cleavage, fluorescence polarization; 0% vehicle, 100% cell-free pure enzyme wells; AID 493087; activation, % at 5.96 µM; 340,000 tested, 0.073% active;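 active = activation above the mean of all tested compounds plus 3 SD, set per screening campaign, cut at about 17% in these data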
Target sequence (P14735 whole entry, looked up): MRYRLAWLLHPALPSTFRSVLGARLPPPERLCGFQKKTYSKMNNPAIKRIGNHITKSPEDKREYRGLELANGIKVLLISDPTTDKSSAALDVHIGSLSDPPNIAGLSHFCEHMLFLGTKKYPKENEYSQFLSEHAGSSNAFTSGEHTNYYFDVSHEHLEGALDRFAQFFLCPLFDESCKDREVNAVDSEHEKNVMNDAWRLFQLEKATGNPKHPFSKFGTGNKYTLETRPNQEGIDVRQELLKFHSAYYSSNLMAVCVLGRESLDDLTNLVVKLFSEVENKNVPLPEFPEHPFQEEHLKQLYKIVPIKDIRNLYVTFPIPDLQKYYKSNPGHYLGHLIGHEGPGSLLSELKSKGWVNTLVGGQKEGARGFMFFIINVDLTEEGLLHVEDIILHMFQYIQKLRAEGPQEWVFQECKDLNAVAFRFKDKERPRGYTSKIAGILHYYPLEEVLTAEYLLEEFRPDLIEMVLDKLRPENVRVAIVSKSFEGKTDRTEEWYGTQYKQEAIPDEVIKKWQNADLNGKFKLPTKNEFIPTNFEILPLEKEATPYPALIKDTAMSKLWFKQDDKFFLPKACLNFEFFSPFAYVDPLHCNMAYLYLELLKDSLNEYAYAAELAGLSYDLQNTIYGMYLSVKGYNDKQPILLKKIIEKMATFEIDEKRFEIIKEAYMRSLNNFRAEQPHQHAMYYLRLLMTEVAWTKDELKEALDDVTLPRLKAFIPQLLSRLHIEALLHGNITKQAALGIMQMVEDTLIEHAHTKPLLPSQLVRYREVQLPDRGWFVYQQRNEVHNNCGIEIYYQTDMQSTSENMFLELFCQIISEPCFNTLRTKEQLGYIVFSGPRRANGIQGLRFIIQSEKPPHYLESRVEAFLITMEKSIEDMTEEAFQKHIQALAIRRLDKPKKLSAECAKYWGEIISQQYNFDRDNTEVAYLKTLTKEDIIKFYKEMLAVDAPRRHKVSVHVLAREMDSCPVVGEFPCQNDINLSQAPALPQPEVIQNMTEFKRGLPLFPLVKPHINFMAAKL
HCV NS3 hel inh: blocks Hepatitis C virus NS3 helicase unwinding | NS3 helicase DNA unwinding, Cy5 molecular beacon fluorescence | inhibition, % at 10.9 µM | 290,000 tested, 0.56% active;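 active = inhibition above the mean of all tested compounds plus 3 SD, set per campaign, cut at about 35% in these data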;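 also: 0% = DMSO wells and 100% = thioflavine S control wells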
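Assay system: hepatitis C virus NS3 helicase domain fragment enzyme. Also added: annealed dual-labelled DNA beacon duplex, ATP-started. Timing: 1 h reaction at 25 °C, ATP-initiated. Technique: Cy5 fluorescence at 0 and 60 min, beacon hairpin quenching. Evaluation: % inhibition of unwinding. Replication: one well per compound.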
PHOSPHO1 inh: inhibitors of human PHOSPHO1 phosphatase. Q8TCT1. recombinant PHOSPHO1, absorbance phosphatase assay. inhibition, % at 13.3 µM. 290,000 tested, 1.1% active; in the data active = inhibition above about 60%
FID counter: displaces DNA intercalator in HCV helicase counter-screen; DNA fluorescent intercalator displacement, fluorescence; inhibition, % at 7.9 µM; 290,000 tested, 0.17% active; in the data active = inhibition above about 37%;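 also: 0% = vehicle and 100% = reference compound; higher means more ethidium bromide displaced from hairpin DNA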
IMP-1 inhibitor: inhibitors of Pseudomonas aeruginosa IMP-1 metallo-beta-lactamase; purified IMP-1, nitrocefin hydrolysis, epi-absorbance fluorescence; inhibition, % at 5.6 µM; 290,000 tested, 0.45% active; AID 1556;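 active = inhibition above the mean plus 3 SD of all compounds in the same screening run, cut at about 4.5% in these data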;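 also: 0% = IMP-1 with DMSO and 100% = DMSO wells lacking enzyme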
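System: purified recombinant IMP-1 beta-lactamase. Medium: Zinc- and detergent-supplemented HEPES buffer, pH 7.1. Compound: one 5.6 µM dose […]. Schedule: 15 min preincubation plus 25 min reaction at 25 °C. Technique: Epi-absorbance fluorescence, 480 nm excitation, 530 nm emission.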
An asterisk follows results filed as active; . = not tested or not shown. A portion of the library (hit frequency here may not be typical).

1) Cc1cc2c(OCC(O)CNC3CCCCC3)cccc2[nH]1 (configuration not stated)
2) Cc1cccc(Oc2ncnc(N)c2[N+](=O)[O-])c1
3) COc1ccccc1CCNC(=O)C1CCC(=O)N(C2CC2)C1 (configuration not stated)
4) CC(=O)c1cccc(N(C(=O)c2ccccn2)C(C(=O)NC2CCCCC2)c2ccccc2)c1 (configuration not stated)
5) Cc1nnc2n(C3CCCCC3)c(=O)c3c4c(sc3n12)COC(C)(C)C4
6) O=C(COc1ccc(Cl)cc1Cl)Nc1cccnc1
7) CCN(CC)C(=O)Oc1cc(COC)nc(-c2ccccc2)n1
8) CCCC(=O)N=C1SC2CS(=O)(=O)CC2N1c1ccc(CC)cc1 (configuration not stated)

Assay by compound,1,2,3,4,5,6,7,8
pCIP destab,-4,-2,3,6,-1,4,0,-11
IMP-1 inhibitor,-0.7,-2.5,0.7,1.0,0.8,-3.5,-2.8,-1.3
MEKK3 PB1 HTS,100,106,98,94,97,101,102,.
VIM-2 inh,-2.2,-0.1,0.2,0.0,0.9,-2.4,-2.6,1.7
PHOSPHO1 inh,28,-17,18,46,18,2,20,40
FID counter,6,5,-3,-47,-30,-7,-22,-4
HCV NS3 hel inh,-11,-2,-1,-3,-8,-2,-28,-4
SUMO HTRF inh,16,0,6,0,8,6,-9,7
IDE act,-2,6,0,-2,2,2,.,3

9) CC(C)Cn1c(=O)n(C)c(=O)c2[nH]cnc21
10) COCCNC(=O)c1ccc(C2SCC(=O)N2Cc2ccco2)cc1 (configuration not stated)
11) O=C(Nc1ccc2[nH]ncc2c1)C1CCC1
12) Cc1cc(C)cc(N(CC(=O)N2CCCC2)S(C)(=O)=O)c1
13) N#CCCn1cc(C=C(C#N)C#N)c(-c2ccc(Cl)cc2)n1
14) Cc1ccc(NC(=O)CN2CCOCC2)cc1
15) O=C1NC(=Nc2cccc(O)c2)S/C1=C\c1cccnc1
16) Cc1cccc(N2CCN(S(=O)(=O)c3ccc4c(c3)NC(=O)C(C)S4)CC2)c1C (configuration not stated)

Assay by compound,9,10,11,12,13,14,15,16
pCIP destab,-7,-1,-4,8,-20,-4,-3,-8
IMP-1 inhibitor,.,-0.4,-2.7,-0.8,1.0,-2.4,-4.0,-1.9
MEKK3 PB1 HTS,105,97,99,107,85,104,98,96
VIM-2 inh,.,1.2,-1.5,-0.4,2.7,-1.0,-2.0,-2.6
PHOSPHO1 inh,-10,52,9,24,60*,27,20,14
FID counter,.,-7,-2,-9,3,-6,3,-29
HCV NS3 hel inh,.,7,-2,3,-5,2,6,-7
SUMO HTRF inh,-2,-1,13,-2,-2,3,9,2
IDE act,9,0,4,4,.,-3,7,-1

17) CC(CCc1ccco1)NC(=O)c1cccc2c1C(=O)N(C1CCCCC1)C2 (configuration not stated)
18) CN(Cc1nc(CC2CC2)no1)CC12CC3CC(CC(C3)C1)C2
19) Cc1c(OCC(=O)N2CCC(C(N)=O)CC2)ccc2c3c(c(=O)oc12)CCCC3
20) Cc1ccc(SCc2c(-c3ccccc3)nn(C)c2Cl)cc1
21) COC(=O)c1ccc(CSc2nnc(NCc3ccccc3)s2)o1
22) C/C(=N\NC(=O)c1c(Cl)cnn1C)c1ccc(NC(=O)c2ccc(Br)o2)cc1
23) O=C(Nc1ccc2c(c1)CCC2)c1ncoc1-c1ccccc1F
24) Cc1ccc(-c2cc3ccccc3nc2N)cc1

Assay by compound,17,18,19,20,21,22,23,24
pCIP destab,-5,-9,0,-6,-3,-4,-2,-1
IMP-1 inhibitor,-2.2,-3.7,-0.9,-1.1,0.9,-3.0,-1.4,-1.0
MEKK3 PB1 HTS,102,101,100,110,114,96,104,98
VIM-2 inh,-2.4,-3.2,12*,-1.8,0.7,-2.2,-2.1,-1.4
PHOSPHO1 inh,-7,5,3,9,45,26,22,38
FID counter,-14,-3,-24,-3,-19,-42,-16,-6
HCV NS3 hel inh,29,4,-8,4,2,-6,-11,-22
SUMO HTRF inh,-3,-9,13,-11,13,17,0,12
IDE act,0,3,-2,4,1,-4,-37,4

25) O=C1CN=CN=CN1c1ccc(Cl)cc1Cl
26) Cc1ccnc(SCCn2c(N3CC(C)OC(C)C3)nc3c2c(=O)n(C)c(=O)n3C)n1 (configuration not stated)
27) COc1ccc(CN2CCNC(=O)C2CC(=O)NCCc2nc(C)c(C)s2)c(OC)c1 (configuration not stated)
28) COc1ccc(CCNC(=O)C2CCN(C(=O)c3ccc(Cl)cc3)CC2)cc1
29) COc1ccccc1-c1nnc(SCC(=O)NCc2cccs2)n1N
30) CCCC(C)NC(=O)c1cccc(Oc2ccccc2)c1 (configuration not stated)
31) Clc1ccc(/C=N/Nc2nnc(-c3ncc[nH]3)c3ccccc23)cc1
32) O=C1C2C3C=CC(CC3)C2C(=O)N1c1cccc(Br)c1 (configuration not stated)

Assay by compound,25,26,27,28,29,30,31,32
pCIP destab,-8,3,-5,-4,-13,-27,-2,4
IMP-1 inhibitor,-4.9,-0.5,-2.2,-4.2,-4.2,-1.1,-3.0,1.1
MEKK3 PB1 HTS,107,95,100,101,105,87,104,99
VIM-2 inh,-2.4,-1.0,-2.6,-3.6,-1.4,-1.8,-2.3,0.0
PHOSPHO1 inh,-12,11,12,30,11,1,-11,-6
FID counter,-10,-19,-20,-34,2,-27,-12,-6
HCV NS3 hel inh,2,-1,-4,13,-1,-13,-1,-3
SUMO HTRF inh,-4,5,11,-1,16,17,-13,11
IDE act,-2,1,3,0,4,5,0,-1

33) COCc1cc(C)nc(N2CCOCC2)c1C#N
34) Cc1cc(C)cc(Oc2ccccc2/C=C\C(=O)O)c1
35) CCCc1cc(=O)[nH]c(SCC(=O)N2CCN(S(=O)(=O)c3ccc4ccccc4c3)CC2)n1
36) Cc1ccc(C)c(N2CCN(S(=O)(=O)c3cn(C)cn3)CC2)c1
37) CCOC(=O)C1CCN(C(=O)c2cccnc2Oc2ccc(Cl)cc2)CC1
38) CCOc1ccc(S(=O)(=O)NCc2csc(C)n2)cc1
39) CCn1cc(CN2CCC(C(=O)Nc3cccc(-c4cccc(Cl)c4)c3)CC2)c(C)n1
40) CCOC(=O)C1=NNC2(CC(=O)N(c3cccc(C)c3)C2=O)C1 (configuration not stated)

Assay by compound,33,34,35,36,37,38,39,40
pCIP destab,-17,1,-1,3,-6,2,-1,4
IMP-1 inhibitor,-3.7,-1.4,-4.8,-0.2,-2.9,-3.9,-2.4,-3.2
MEKK3 PB1 HTS,107,113,103,98,100,107,107,104
VIM-2 inh,1.7,-1.9,-1.9,0.8,-2.7,-4.1,-1.8,-4.0
PHOSPHO1 inh,1,18,3,14,27,-8,58,4
FID counter,-4,-27,-5,-24,-30,-6,31,-2
HCV NS3 hel inh,-8,24,2,5,4,7,-39,-15
SUMO HTRF inh,14,20,2,9,-1,-7,0,10
IDE act,1,3,6,5,2,-8,-1,2

Profiles from above. Screens in order: pCIP destab, IMP-1 inhibitor, MEKK3 PB1 HTS, VIM-2 inh, PHOSPHO1 inh, FID counter, HCV NS3 hel inh, SUMO HTRF inh, IDE act
COCc1cc(C)nc(N2CCOCC2)c1C#N across the screens: -17, -3.7, 107, 1.7, 1, -4, -8, 14, 1
CCOc1ccc(S(=O)(=O)NCc2csc(C)n2)cc1 across the screens: 2, -3.9, 107, -4.1, -8, -6, 7, -7, -8
CCOC(=O)C1CCN(C(=O)c2cccnc2Oc2ccc(Cl)cc2)CC1 across the screens: -6, -2.9, 100, -2.7, 27, -30, 4, -1, 2
CCCc1cc(=O)[nH]c(SCC(=O)N2CCN(S(=O)(=O)c3ccc4ccccc4c3)CC2)n1 across the screens: -1, -4.8, 103, -1.9, 3, -5, 2, 2, 6
CCn1cc(CN2CCC(C(=O)Nc3cccc(-c4cccc(Cl)c4)c3)CC2)c(C)n1 across the screens: -1, -2.4, 107, -1.8, 58, 31, -39, 0, -1

Additional entries follow.
41) O=C(c1ccc(S(=O)(=O)NCC2CCCO2)cc1)N1CCc2ccccc21 (configuration not stated)
42) COc1cccc(/C=N/n2c(C3CCCCC3)n[nH]c2=S)c1
43) CCCc1nnc(SCCSc2nnc(CCC)n2N)n1N
44) Cc1ccc(NC(=O)COC(=O)[C@@H]2CCCN2C(=O)c2cccs2)cc1S(=O)(=O)N(C)C
45) COc1cccc(CN2CC(C(=O)NC3CCCCCC3)CCC2=O)c1 (configuration not stated)
46) COC(=O)c1[nH]c2ccccc2c1NC(=O)C(C)N1CC(C)OC(C)C1 (configuration not stated)
47) S=C(NCC1CCCO1)N1CCc2ccccc2C1 (configuration not stated)
48) COc1cc(C2C3=C(CCCC3=O)OC3=C2C(=O)CCC3)ccc1OCC(=O)Nc1ccccc1
49) COc1ccc(Oc2ccc(C(F)(F)F)cc2NC(=O)c2ccc(OC)cc2)cc1
50) COc1cccc(CC(=O)OCC(=O)NNC(=O)c2ccc([N+](=O)[O-])cc2)c1
51) CCOc1ccc(CCNC(=O)c2ccc3nc(N4CCOCC4)sc3c2)cc1OCC

Assay by compound,41,42,43,44,45,46,47,48,49,50,51
pCIP destab,0,-7,-2,-4,-9,1,1,8,3,4,2
IMP-1 inhibitor,-5.4,-5.1,-1.4,1.4,-0.5,-0.7,-0.1,-4.7,-1.5,-2.8,-1.6
MEKK3 PB1 HTS,98,105,103,76,101,99,104,100,97,104,89
VIM-2 inh,-4.6,-5.9,0.3,-3.8,0.7,-1.5,-0.3,-2.5,0.7,-3.3,-1.0
PHOSPHO1 inh,-36,-29,2,30,29,-6,31,26,53,56,37
FID counter,-26,-33,0,-4,-32,-19,-11,-62,-15,0,-18
HCV NS3 hel inh,7,7,1,6,-6,-3,-20,7,-5,6,1
SUMO HTRF inh,-4,5,12,15,8,4,-7,-3,-25,1,1
IDE act,2,-13,4,-2,3,.,2,5,10,6,7
